Compound activity: PubChem BioAssay, Johns Hopkins Ion Channel Center
Kir21 inh – blocks the mouse Kir2.1 inward-rectifier potassium channel; P35561; HEK293-Kir2.1, FluxOR thallium flux fluorescence; hits give low values; B-score at 10 µM; actives 0.85% (n = 310,000);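 active = fluorescence ratio B-score at or below minus 3 SD of library scores, with starting-brightness B-score within 2 SD, cut at about -4.2 in these data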;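 also: channel flux triggered by added potassium and thallium sulfate stimulus; B-score of peak minus minimum fluorescence over baseline after thallium stimulus; more negative B-score means stronger Kir2.1 block with less thallium influx; some compounds called inactive have numbers as strong as hits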
Target sequence (P35561 whole entry, looked up): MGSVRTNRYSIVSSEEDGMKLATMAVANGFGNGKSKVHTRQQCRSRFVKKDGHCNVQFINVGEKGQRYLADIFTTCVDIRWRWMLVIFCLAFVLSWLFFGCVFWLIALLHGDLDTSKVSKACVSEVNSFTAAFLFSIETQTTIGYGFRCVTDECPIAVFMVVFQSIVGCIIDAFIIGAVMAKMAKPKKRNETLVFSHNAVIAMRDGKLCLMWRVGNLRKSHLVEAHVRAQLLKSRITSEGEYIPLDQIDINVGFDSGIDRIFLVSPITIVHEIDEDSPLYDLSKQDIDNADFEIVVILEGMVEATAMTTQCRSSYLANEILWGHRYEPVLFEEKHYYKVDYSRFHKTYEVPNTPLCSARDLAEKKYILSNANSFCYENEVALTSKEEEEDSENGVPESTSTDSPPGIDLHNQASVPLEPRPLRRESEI
KCNQ2 inh – KCNQ2 potassium channel inhibitors, primary screen, cell-based, CHO-K1, FluxOR thallium flux, B-score (AID 2156). actives 1.1% (n = 310,000). 20 min; hits give low values. O88943. B-score at 10 µM;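 active = fluorescence ratio B-score at most minus 3 library SDs, with starting brightness B-score within 2 library SDs, cut at about -5.5 in these data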
Active calls of the source: *; i = inactive.

Molecule | KCNQ2 inh | Kir21 inh
CC(=O)Nc1ccc(S(=O)(=O)NCCNc2ccccc2[N+](=O)[O-])cc1 | i | 0.71
O=C(CCC(=O)N1CCCC1)Nc1nnc(C(F)(F)F)s1 | i | 3.8
O=C(C[n+]1ccccc1)N/N=C/c1ccccc1[N+](=O)[O-] | i | 0.96
CC(=O)NC(Cc1c[nH]c2ccccc12)C(=O)NCc1ccc2c(c1)OCO2 (stereo unspecified) | i | -0.06
Cc1ccccc1CSc1ncnc2ccccc12 | i | 0.63
O=C(O)CC(NC(=O)c1cccc(F)c1)c1ccc(OC2CCCC2)cc1 (stereo unspecified) | i | 1.8
CC1(C)CC(=O)c2cnc(NC(=O)CSC(=S)N3CCCCC3)nc2C1 | i | -0.74
CN(C)CCNc1ncnc2c1cnn2-c1ccc(Cl)cc1 | i | -2.7
N=c1n(CCc2ccccc2)c2ccccc2n1Cc1ccccc1F | i | -8.8*
COCc1nc(-c2cc(OC)c(OC)c(OC)c2)no1 | i | 0.99
C=CCn1c(=O)c2ccccc2n2c(SCC(=O)/C(C#N)=C(\C)N)nnc12 | i | 2.1
Cc1ccc(OCc2cc(C(=O)NC3CCCCC3)no2)cn1 | i | -0.16
Cc1ccc(NCc2nnc(SCC(=O)c3ccccc3)o2)c(C)c1 | i | 1.1
COc1ccc(NC(=O)c2ccc(S(=O)(=O)N3CCOCC3)o2)cc1 | i | -0.84
O=C(NCCN1CCOCC1)c1cc(Cl)ccc1Cl | i | -1.3
COc1ccc(OC)c(NS(=O)(=O)c2ccc3c(c2)C(C)(C)C(=O)N3C)c1 | i | 0.12
CC(=O)OC(C(=O)N1CCOCC1)c1c(F)cccc1F (stereo unspecified) | i | -0.31
O=C(NNC(=O)C12CC3CC(CC(C3)C1)C2)c1ccccc1[N+](=O)[O-] | i | -0.04
O=C(COc1cccc2c1CCN(Cc1ccc(Br)cc1)C2=O)NCc1ccco1 | i | 0.82
Cc1cc(Oc2ccc(-c3nnc(-c4ccccc4)o3)cc2[N+](=O)[O-])ccc1Cl | i | 0.5
CCc1c(C(=O)N/N=C/c2ccc(C)o2)csc1C | i | 1.3
COc1cccc(N=C2SC(C(=O)Nc3ccc(F)cc3)CC(=O)N2C)c1 (stereo unspecified) | i | -1.2
CCNC(=S)/N=C(\N)Nc1nc(C)c2cc(C)ccc2n1 | i | 2
Cc1onc(-c2ccccc2)c1NC(=O)N(CCC#N)Cc1cccs1 | i | 1
Cc1c(C(=O)NC(Cc2ccccc2)c2nc3ccccc3[nH]2)cccc1[N+](=O)[O-] (stereo unspecified) | i | 0
COc1ccc(CCN=C(N)NS(=O)(=O)c2ccc(OC)c(OC)c2)cc1OC | i | 1.8
O=C(COC(=O)C1CCC1)c1c[nH]c2ccccc12 | i | -0.46
CC1(C)CN(c2ccc(Br)cc2Br)C1=O | i | -0.03
COc1ccc2[nH]c3c(=O)n(CCCCC(=O)NCCN4CCCC4)c(=S)[nH]c3c2c1 | i | -0.11
CCOC(=O)N1CCN(c2nnc(-c3ccc(C)cc3)c3ccccc23)CC1 | i | 0.91
Cc1ccc(NC(=S)Nc2cccc3ccccc23)cc1 | i | -1.1
CNC(=O)CSc1nnc(-c2cccc(S(=O)(=O)N3CCOCC3)c2)n1-c1ccc(F)cc1 | i | 1.9
S=c1nc(-c2sccc2OCc2ccc(Cl)cc2Cl)[nH][nH]1 | i | -0.88
Cc1cc(C)c(NC(=O)COC(=O)c2ccc([N+](=O)[O-])s2)c(C)c1 | i | -0.03
CN=c1scc(C)n1/N=C/c1ccc(O)cc1O | i | 0.11
CNC(=O)c1c(NC(=O)C(C)C)sc2c1CCC2 | i | 3.6
CCc1cccc(NC(=O)c2cc(OC)c(OC)c(OC)c2)c1 | i | -0.65
O=C(CN1CCC(n2nnc3cc(C(F)(F)F)ccc32)CC1)NCc1cccs1 | i | -0.97
COc1ccc(-c2csc(N(CC3CCCO3)C(=O)c3cccs3)n2)cc1 (stereo unspecified) | i | 0.13
COc1ccccc1-c1cc(-c2ccccc2)nc(=O)[nH]1 | i | 0.76
COc1ccc(C2CC(c3ccccc3)=NN2C(=O)COC(=O)c2cccnc2)cc1 (stereo unspecified) | i | 0.02
S=c1[nH]nc(-c2ccc(Cl)cc2)n1-c1cccnc1 | i | -0.67
Cc1ccc(-n2c(=O)c3sccc3n(Cc3cc(=O)n4cc(Cl)ccc4n3)c2=O)cc1F | i | -1.5
O=c1[nH]c(NCCO)nc2c1C1(CCCC1)Cc1ccccc1-2 | i | -1.5
O=c1ccn(Cc2ccccc2Cl)cc1 | i | -0.11
O=C(Nc1cccc(C(=O)N2CCOCC2)c1)c1ccc([N+](=O)[O-])cc1 | i | 1.7
O=C1c2cccnc2Nc2ccccc2N1CCCF | i | 0.09
O=C(/C=C/Nc1ccccc1Oc1ccccc1)c1ccco1 | i | -2.1
C/C=C/C=C/C(=O)N1CC2(CC(c3cccc(NC(=O)/C=C/C)c3)=NO2)C[C@@H]1C(N)=O (stereo partly specified) | i | 0.02
CNC(=S)NN(C)c1nc(C)cc(C)n1 | i | -1
O=C(CNC(=O)c1ccccc1F)N/N=C/c1ccc2c(c1)OCO2 | i | 2
O=C(Nc1ccccc1OC(F)(F)F)c1ccc([N+](=O)[O-])cc1 | i | -0.66
Cc1ccc(NC(=O)c2ccc3nsnc3c2)c(C)c1 | i | 1.4
C/C(=N\NS(=O)(=O)c1ccccc1)c1ccccc1 | i | 0.27
Cn1c(SCC(=O)NCc2cccs2)nnc1-c1cccs1 | i | -1.1
COc1ccc(NC(=O)c2cc(C)on2)cc1 | i | 0.12
CCc1ccc(CNCc2ccc(OCC(O)CN(C)Cc3ccccc3)cc2)nc1 (stereo unspecified) | i | -2.1
COc1ccc(NC(=O)c2ccc(OC)cc2)cc1 | i | -0.08
O=C(COC(=O)c1ccc[nH]c1=O)NC1CCCc2ccccc21 (stereo unspecified) | i | -0.2
O=[N+]([O-])c1ccccc1N/N=C1\CCc2ccccc21 | i | -0.54

Already shown: an excerpt of the list.
Molecule | KCNQ2 inh | Kir21 inh
O=C1c2cccnc2Nc2ccccc2N1CCCF | i | 0.09
O=C(/C=C/Nc1ccccc1Oc1ccccc1)c1ccco1 | i | -2.1
C/C=C/C=C/C(=O)N1CC2(CC(c3cccc(NC(=O)/C=C/C)c3)=NO2)C[C@@H]1C(N)=O (stereo partly specified) | i | 0.02
CNC(=S)NN(C)c1nc(C)cc(C)n1 | i | -1

(cont.)
Molecule | KCNQ2 inh | Kir21 inh
O=C(NCC1CCCN1S(=O)(=O)c1cccs1)c1ccccc1F (stereo unspecified) | i | -0.51
Cc1ccc(C(=O)N/N=C\c2ccc([N+](=O)[O-])o2)cn1 | i | 0.74
Brc1ccc(CSc2ccc3nnc(-c4ccccn4)n3n2)cc1 | i | -1.5
CCN(CC)C(=O)CN1C(=O)C2(NC(=O)c3ccccc3N2)c2ccccc21 (stereo unspecified) | i | 1.4
CN(C(=O)c1cccc(C#N)c1)c1nnc(-c2cnccn2)s1 | i | -0.29
O=C(CSc1nnc(-c2ccncc2)o1)NC1C2CC3CC(C2)CC1C3 (stereo unspecified) | i | -0.7
O=S(=O)(NCc1nc2ccccc2[nH]1)c1ccccc1 | i | 0
CC(Oc1ccccc1F)c1ccnc2nc(/N=C/N(C)C)nn12 (stereo unspecified) | i | 2.5
O=S(=O)(NCc1ccccn1)c1cccc2nsnc12 | i | -0.25
COc1ccc(/C=N/NC(=S)Nc2ccccc2)cc1COc1ccc(F)cc1 | i | -0.25
CNc1nc(SC)n(C)c(=O)c1N=O | i | 0.04
CC1Cc2cc(/C(O)=C3/C(=O)C(=O)N(CCN4CCOCC4)C3c3ccc(C(C)C)cc3)ccc2O1 (stereo unspecified) | i | 1.2
CCOC(=O)c1cccc(NC(=O)c2ccc3c(c2)OCO3)c1 | i | -0.94
CCC(C(=O)OCC(=O)c1c(N)n(CC(C)C)c(=O)n(C)c1=O)c1ccccc1 (stereo unspecified) | i | -1.9
O=[N+]([O-])/C=C1\C=CC=CN1Cc1ccc(Cl)cc1 | i | -1.5

4 entries already listed, sorted by formula weight, low to high:
Molecule | KCNQ2 inh | Kir21 inh
CNc1nc(SC)n(C)c(=O)c1N=O | i | 0.04
O=S(=O)(NCc1nc2ccccc2[nH]1)c1ccccc1 | i | 0
CC(Oc1ccccc1F)c1ccnc2nc(/N=C/N(C)C)nn12 (stereo unspecified) | i | 2.5
Brc1ccc(CSc2ccc3nnc(-c4ccccn4)n3n2)cc1 | i | -1.5

(listing goes on)
Molecule | KCNQ2 inh | Kir21 inh
COc1ccc(NC(=O)CCS(=O)(=O)c2ccc3c(c2)oc(=O)n3C)cc1 | i | 0.1
O=C(CSc1nn(-c2ccccc2)c(=S)s1)Nn1cnnc1 | i | 1.5
CC(C)C(NS(=O)(=O)c1ccc2c(c1)C(C)(C)C(=O)N2C)C(=O)NCc1ccccc1Cl (stereo unspecified) | i | 0.05
Cc1cc(NC(=O)COC(=O)c2ccc(S(=O)(=O)C(F)F)cc2)n(-c2ccccc2)n1 | i | -0.77
Cc1ccccc1C[n+]1cccc2ccccc21 | i | -0.69
O=C(c1ccc(CS(=O)Cc2ccccc2Cl)o1)N1CCN(C2CCCCC2)CC1 (stereo unspecified) | i | 4.5
CCc1nnc(NC(=O)c2cc3c(s2)CCCCC3)s1 | i | -1.9
Cc1nc(CN(C)C(=O)CC2C(=O)NCCN2Cc2ccc(F)cc2)cs1 (stereo unspecified) | i | -0.36
CCOc1ccc(S(=O)(=O)Nc2ccc(C(=O)NNC(=O)c3ccncc3)cc2)cc1 | i | 2.3
CCCCn1c(Cc2ccccc2)nnc1SCC(=O)N1CCOCC1 | i | -0.1
Cc1nn(Cc2ccccc2)c(C)c1NC(=O)c1cc(-c2cccs2)on1 | i | -0.07
CCOC(=O)c1c(NS(=O)(=O)c2ccc(Br)cc2)sc2c1CCC2 | i | 0.18
CCC(COC(=O)Nc1cccc(C)c1)NC(=O)OCC(C)C (stereo unspecified) | i | -0.36
CC(=O)Nc1ccc2nc(C3CCCCC3)[nH]c2c1 | i | -0.01
COc1ccc(C(=O)Nc2c(N)nc(SCC(=O)NCC3CCCO3)[nH]c2=O)cc1OC (stereo unspecified) | i | -2
COC(=O)CCCC[C@@H]1SC[C@@H](NC(=O)OC)[C@@H]1NC(=O)OC | i | -0.22
CCOc1ccc(C(=O)NCC(=O)NCCCn2nc(C)cc2C)cc1OCC | i | -1.1
N#Cc1nc(Cc2cccc3ccccc23)oc1N1CCC(C(N)=O)CC1 | i | 0.92
O=C(CN1C(=O)NC2(CCCC2)C1=O)Nc1cccc(Cl)c1 | i | 2.4
FC(F)(F)c1cccc(-c2ccc(/C=N/Nc3nncc(-c4ccccc4)n3)o2)c1 | i | -0.81
COc1ccccc1NS(=O)(=O)c1cccc(NC(=O)NC2CCCCC2)c1 | i | 0.19
C=C1CN(CC(=O)OC)S(=O)(=O)c2ccccc21 | i | 0.91
O=C(Nc1cccnc1)c1cccc(S(=O)(=O)N2CCOCC2)c1 | i | -0.62
COc1ccc(Cl)cc1NC(=O)CNCC(c1ccccc1)N(C)C (stereo unspecified) | i | -1.1
Cc1cc2nc[nH]c2cc1[N+](=O)[O-] | i | 1.2
CCCCOC(=O)c1ccc(NC(=O)CSC2=Nc3ccccc3C3CC=NN23)cc1 (stereo unspecified) | i | 0.68
N#CC1=C(SCC(=O)NCc2ccccc2)NC(=O)CC1c1ccco1 (stereo unspecified) | i | 0.74
Cc1ccc(N2C(=O)c3cccc4c(C(=O)O)ccc(c34)C2=O)cc1 | i | -0.14
CCc1c(C)nc2ncnn2c1Nc1ccc(C)cc1 | i | -0.02
COc1c(S(=O)(=O)Nc2cccnc2)ccc(Cl)c1Cl | i | -1.3
CC(=O)c1c[nH]c(C(=O)NCc2ccccc2Cl)c1 | i | -0.74
CC1(C)CC[C@]2(C(=O)O)CC[C@]3(C)C(=CCC4[C@@]5(C)CC[C@H](O)C(C)(C)C5[C@H](O)C[C@]43C)[C@@H]2C1 (stereo partly specified) | i | -0.05
CC(=O)N1c2c(ccc3ccccc23)C(C)CC12CCCCC2 (stereo unspecified) | i | -0.49
O=C(CN1C(=O)COc2ccccc21)NC1CCCC1 | i | 2.7
COc1ccc(O)c(C2=Nc3ccccc3N=C(c3ccco3)C2)c1 | i | -2
C/C(=N\O)C1CC(CC(=O)O)C1(C)C (stereo unspecified) | i | 1.5
COc1ccccc1N1CCN(C(=O)CSc2nnc3c4ccccc4n(CC(=O)O)c3n2)CC1 | i | 1.6
CC(=O)c1cccc(S(=O)(=O)N2CCCC(c3nc4c(nnn4Cc4cccc(Cl)c4)c(=O)[nH]3)C2)c1 (stereo unspecified) | i | 0.77
COc1ccc(C(O)P(=O)(OCC(C)C)OCC(C)C)c(OC)c1 (stereo unspecified) | i | 3.8
Nc1cccc2nsnc12 | i | -0.81
O=C(CCl)N(CCCNC(=O)C(F)(F)F)c1ccc([N+](=O)[O-])cc1 | i | 1.6
CCC(C(=O)NCCCc1ccccc1)n1nc(C)c2c(C)n(-c3ccccc3)nc2c1=O (stereo unspecified) | i | 1
CC1CCN(C(=O)c2ccccc2NC(=O)Nc2ccccc2)CC1 | i | -1.5
CCc1nc(SCC(=O)N2CCCc3ccccc32)c2oc3ccccc3c2n1 | i | 0.26
Cc1ccc(O)c(C(=O)CC(=O)c2cccc(F)c2)c1 | i | -0.92
